From PubChem BioAssay
CHOP UPR activ – activators of apoptotic arm of unfolded protein response (CHOP); CHO-CHOP luciferase reporter, UPR activation, luminescence; percent of tunicamycin response over DMSO baseline; 330,000 compounds, 0.34% hits; activation, % at 10 µM;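 active means at 10 µM dose, activation of 40% or more, normalized to positive control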;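 further: 100% = tunicamycin at 10 µg/mL and 0% = DMSO alone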
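Material: CHO-CHOP cells, stable luciferase reporter of PERK-eIF2a-CHOP signalling; quantity: 500 reporter cells seeded per well; buffer or medium: F12 medium containing 10% fetal bovine serum; compound: one dose, 10 µM in 0.5% DMSO; incubation: 6 h compound treatment, 37 °C; measured by: Steady-Glo luciferase luminescence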
XBP1 UPR activ – adaptive UPR (XBP1) activation; CHO-XBP1 luciferase reporter, IRE1-XBP1 UPR activation, luminescence; percent of tunicamycin response, DMSO as zero; 330,000 compounds, 0.33% hits; activation, % at 20 µM; AID 463104;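 active means versus positive control, 20 µM dose yields 30% or more activation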;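 further: 100% = tunicamycin at 10 µg/mL and 0% = DMSO only wells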
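Material: CHO-XBP1 cells stably carrying IRE1-XBP1-driven luciferase reporter | Medium: F12 with 10% serum | Compound dosing: 20 µM single concentration, DMSO 1% | Incubation: Overnight seeding at 37 °C, 6 h compound treatment at 37 °C | Detection: Steady-Glo luminescence read | Read-out basis: % activation of reporter signal versus tunicamycin and DMSO controls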
tim10-1 inh – growth inhibitors of tim10-1 mutant yeast | S. cerevisiae tim10-1 ts strain growth, BacTiter-Glo, 24 h | inhibition, % at 20 µM | 330,000 compounds, 2.2% hits | AID 463190;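 active means inhibition of at least 40%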;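 further: mutant grown at 25 °C; 0% = DMSO wells with yeast and 100% = wells holding no yeast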
tim23-1 inh – growth inhibitors of tim23-1 mutant yeast. S. cerevisiae tim23-1 growth, BacTiter-Glo luminescence, 24 h. inhibition, % at 20 µM. 330,000 compounds, 1.3% hits;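 active means growth inhibition of the mutant yeast at or above 50%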;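 further: temperature-sensitive mutant grown at 25 °C; plate controls were DMSO-treated mutant yeast for no effect and medium wells lacking yeast for full effect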
TIM10 inh – TIM10 yeast growth inhibition; 330,000 compounds, 1.4% hits; S. cerevisiae TIM10 strain growth, BacTiter-Glo luminescence, 24 h; inhibition, % at 10 µM;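 active means inhibition of 40% or more at the single tested concentration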;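 further: wild-type TIM10 isogenic control strain grown at permissive 25 °C; 0% = DMSO yeast wells and 100% = minimal medium wells without yeast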
Jurkat NFkB inh – inhibitors of the PMA/ionomycin-induced NF-kB reporter in Jurkat cells; AID 435003; PMA/ionomycin-induced NF-kB luciferase reporter, luminescence; inhibition, % at 4 µM; 330,000 compounds, 0.53% hits; in the data active means inhibition above about 50%
Mdm2 MdmX PPI – human Mdm2/MdmX binding inhibition; O15151+Q00987; SaOS-2 split-luciferase Mdm2/MdmX complementation, luminescence; inhibition, % at 8 µM; 330,000 compounds, 3% hits; AID 485346;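 active means inhibition of at least 50% at 8 µM in the primary screen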
Target sequence (O15151 whole entry, looked up): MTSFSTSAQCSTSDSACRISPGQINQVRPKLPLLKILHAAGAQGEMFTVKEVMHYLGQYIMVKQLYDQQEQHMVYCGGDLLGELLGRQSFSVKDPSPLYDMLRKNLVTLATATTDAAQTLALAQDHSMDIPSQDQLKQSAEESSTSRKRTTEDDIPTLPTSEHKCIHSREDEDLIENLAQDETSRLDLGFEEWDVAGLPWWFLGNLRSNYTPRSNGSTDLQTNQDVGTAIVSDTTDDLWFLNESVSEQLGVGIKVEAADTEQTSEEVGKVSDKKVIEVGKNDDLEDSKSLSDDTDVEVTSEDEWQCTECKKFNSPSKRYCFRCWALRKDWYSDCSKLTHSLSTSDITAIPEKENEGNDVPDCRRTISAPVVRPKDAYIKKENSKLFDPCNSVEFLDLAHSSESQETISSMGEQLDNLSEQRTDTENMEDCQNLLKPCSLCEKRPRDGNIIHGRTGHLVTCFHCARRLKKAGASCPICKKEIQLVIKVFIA
Target sequence (Q00987 whole entry, looked up): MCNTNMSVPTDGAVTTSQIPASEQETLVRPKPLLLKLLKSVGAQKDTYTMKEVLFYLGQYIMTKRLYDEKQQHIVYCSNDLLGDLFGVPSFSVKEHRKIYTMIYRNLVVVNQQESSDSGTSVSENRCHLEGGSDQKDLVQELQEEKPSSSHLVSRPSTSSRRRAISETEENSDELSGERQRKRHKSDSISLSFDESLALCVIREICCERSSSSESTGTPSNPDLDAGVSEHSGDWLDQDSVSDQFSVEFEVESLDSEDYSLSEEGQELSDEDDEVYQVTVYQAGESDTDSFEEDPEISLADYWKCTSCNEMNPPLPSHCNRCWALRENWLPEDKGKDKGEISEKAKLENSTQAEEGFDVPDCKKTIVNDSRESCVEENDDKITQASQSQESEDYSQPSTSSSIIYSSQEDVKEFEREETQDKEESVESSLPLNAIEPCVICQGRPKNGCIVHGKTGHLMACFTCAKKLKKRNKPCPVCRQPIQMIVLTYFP
697 NFkB inh – lowers PMA/ionomycin-induced NF-kB signal in 697 B cells; 697 B-cell NF-kB luciferase reporter, 16 h; inhibition, % at 4 µM; 330,000 compounds, 0.33% hits; in the data active means inhibition above about 35%
* marks the source's active call; other numbers are inactive results.

SMILES | CHOP UPR activ | XBP1 UPR activ | tim10-1 inh | tim23-1 inh | TIM10 inh | Jurkat NFkB inh | Mdm2 MdmX PPI | 697 NFkB inh
CC1=NN(C(N)=S)C(=O)C1N=Nc1ccccc1 (stereo unspecified) | 5.1 | 3 | -27 | -9 | -3 | -3 | -12 | -49
Cc1ccc(-c2nc(CS(=O)(=O)CC(=O)N3CCN(C)CC3)c(C)o2)cc1 | -1.6 | -4 | 29 | 8 | 6 | 16 | 36 | -10
C=CCc1c(C)nc(N2CCSCC2)[nH]c1=O | 0.6 | -1 | -10 | 3 | 4 | -11 | 1 | 4
COc1ccc(CCn2c(-c3cc([N+](=O)[O-])cc([N+](=O)[O-])c3)nc3nc4ccccc4nc32)cc1OC | 1.3 | -2 | 12 | -1 | 20 | 3 | 12 | -5
CC1(c2cccc(Br)c2)NC(=O)N(CC(=O)Nc2ccc3c(c2)OCCO3)C1=O (stereo unspecified) | 0.4 | -3 | -10 | 4 | 9 | 1 | 8 | 4
COc1ccc(CN(C)Cc2nc(Cc3cccc(F)c3)no2)c2cccnc12 | 3.2 | -2 | 12 | 10 | 9 | 30 | 14 | -38
Cc1ccccc1C(=O)Nc1cccc(-c2cn3ccccc3n2)c1 | 2.4 | -1 | 15 | -9 | -6 | -4 | -4 | -7
CC1c2cccn2CCN1S(=O)(=O)c1ccccc1 (stereo unspecified) | -0.4 | 1 | 14 | 11 | 6 | -24 | -5 | -12
CC1CC(C)CN(S(=O)(=O)N2CCCC(C(=O)NCCCN3CCOCC3)C2)C1 (stereo unspecified) | 1.1 | -5 | -11 | 6 | -2 | -12 | 1 | -9
O=C(O/N=C(\c1ccccc1)c1ccncc1)c1ccccc1F | 3.4 | 0 | 50* | 51* | 30 | 2 | 9 | 10
Cc1n[nH]c(=O)c2c(NC(=O)CSc3ncccn3)oc(C)c12 | -0.3 | -3 | -1 | -1 | 5 | 15 | 7 | 2
Cc1ccc(S(=O)(=O)N2CCCCC2)cc1NC(=O)C1CC(=O)N(Cc2ccccc2)C1 (stereo unspecified) | 1.9 | 1 | 1 | 17 | 11 | 7 | -52 | -14
COc1ccc(/C=C/C(=O)c2ccc([N+](=O)[O-])o2)cc1OC | 82* | -8 | 91* | 90* | 96* | 26 | 96* | -17
COc1ccccc1NS(=O)(=O)c1cccc(C(=O)NNC(=O)c2ccc(=O)[nH]c2)c1 | 0.0 | 2 | 2 | 12 | -1 | 8 | 2 | 13
CC(=O)c1ccccc1OC(=O)c1ccco1 | 2.4 | -3 | 16 | 14 | 5 | 6 | 18 | 12

Part of the list above in order of length of the SMILES, descending:
SMILES | CHOP UPR activ | XBP1 UPR activ | tim10-1 inh | tim23-1 inh | TIM10 inh | Jurkat NFkB inh | Mdm2 MdmX PPI | 697 NFkB inh
COc1ccc(CCn2c(-c3cc([N+](=O)[O-])cc([N+](=O)[O-])c3)nc3nc4ccccc4nc32)cc1OC | 1.3 | -2 | 12 | -1 | 20 | 3 | 12 | -5
Cc1ccc(S(=O)(=O)N2CCCCC2)cc1NC(=O)C1CC(=O)N(Cc2ccccc2)C1 (stereo unspecified) | 1.9 | 1 | 1 | 17 | 11 | 7 | -52 | -14
CC1(c2cccc(Br)c2)NC(=O)N(CC(=O)Nc2ccc3c(c2)OCCO3)C1=O (stereo unspecified) | 0.4 | -3 | -10 | 4 | 9 | 1 | 8 | 4
Cc1ccc(-c2nc(CS(=O)(=O)CC(=O)N3CCN(C)CC3)c(C)o2)cc1 | -1.6 | -4 | 29 | 8 | 6 | 16 | 36 | -10
COc1ccc(/C=C/C(=O)c2ccc([N+](=O)[O-])o2)cc1OC | 82* | -8 | 91* | 90* | 96* | 26 | 96* | -17
Cc1ccccc1C(=O)Nc1cccc(-c2cn3ccccc3n2)c1 | 2.4 | -1 | 15 | -9 | -6 | -4 | -4 | -7
O=C(O/N=C(\c1ccccc1)c1ccncc1)c1ccccc1F | 3.4 | 0 | 50* | 51* | 30 | 2 | 9 | 10
CC1=NN(C(N)=S)C(=O)C1N=Nc1ccccc1 (stereo unspecified) | 5.1 | 3 | -27 | -9 | -3 | -3 | -12 | -49
C=CCc1c(C)nc(N2CCSCC2)[nH]c1=O | 0.6 | -1 | -10 | 3 | 4 | -11 | 1 | 4
CC(=O)c1ccccc1OC(=O)c1ccco1 | 2.4 | -3 | 16 | 14 | 5 | 6 | 18 | 12

Further records
SMILES | CHOP UPR activ | XBP1 UPR activ | tim10-1 inh | tim23-1 inh | TIM10 inh | Jurkat NFkB inh | Mdm2 MdmX PPI | 697 NFkB inh
CC(C)c1ccc(NC(=O)C2C3C=CC4(O3)C2C(=O)N(CCN2CCOCC2)C4C(=O)NC2CCCCC2)cc1 (stereo unspecified) | 0.5 | 4 | 8 | 14 | -5 | 12 | -8 | 5
N#Cc1nc(COc2ccccc2F)oc1NCc1ccc(F)cc1 | 2.0 | 2 | 26 | 25 | -10 | -4 | 18 | -18
CCOc1ccc(C(C)NC(=O)Nc2ccc(F)cc2F)cc1 (stereo unspecified) | 2.1 | -2 | 2 | 7 | 2 | 20 | 12 | -11
CCOc1ccc(C(=O)NCC(=O)OCC(=O)Nc2nnc(-c3ccccc3)o2)cc1 | -0.1 | 0 | -2 | 5 | -5 | 1 | 19 | 17
O=C(C1CCC(=O)N(C2CC2)C1)N1CCN(c2ccccc2Cl)CC1 (stereo unspecified) | 0.9 | -2 | -4 | 9 | 2 | 2 | 1 | 10
O=C1C=C(O)C(n2cncn2)C(c2ccc3c(c2)OCO3)C1 (stereo unspecified) | -0.9 | 0 | 6 | 20 | 1 | -3 | 22 | -5
CCc1ccc(OCc2nnc(SCc3ccc(C(=O)O)cc3)o2)cc1 | -1.1 | -3 | 3 | 21 | 0 | 1 | -1 | 2
CC1(C)CCSC(/C=C/c2ccccc2)=N1 | 58* | 23 | 44* | 47 | 60* | 17 | 85* | -8
CCCCC(=O)N/N=C/c1cc([N+](=O)[O-])ccc1N1CCOCC1 | 1.8 | 3 | 5 | 12 | 4 | 3 | -26 | 9
COC(=O)c1c(NC(=O)c2ccc([N+](=O)[O-])o2)sc2c1CCN(C(C)C)C2 | 71* | -9 | 91* | 91* | 94* | 66* | 97* | -86
COc1cc(OC)cc(C(=O)N/N=C(\C)CC(=O)Nc2ccccn2)c1 | 0.6 | -4 | 13 | 20 | -13 | -10 | -38 | 5
CCCCOc1ccc(/C=N/NC(=O)c2nnn(-c3nonc3N)c2C)cc1 | -1.3 | -5 | 2 | 1 | 11 | -1 | 2 | 28
CCOC(=O)c1c(-c2ccc(C)cc2)csc1NC(=S)NC(=O)c1ccccc1 | 3.2 | 2 | -1 | 3 | 15 | 3 | 23 | -486
COc1ccc(Cl)cc1NC(=O)CN1C(=O)CC(C)S(=O)(=O)c2ccccc21 (stereo unspecified) | 0.0 | 5 | 28 | 15 | 21 | -5 | 9 | 11
O=C(O)[C@@H]1CCCN1c1ncnc2sc3c(c12)CCC3 | -1.6 | -3 | 0 | 0 | -9 | -8 | 20 | 9
CCN(CC)S(=O)(=O)c1cc(C(=O)O)ccc1OC | 1.4 | -3 | 8 | -1 | 5 | -7 | -14 | 25
O=C(NCC(c1ccco1)N1CCN(c2ccccc2F)CC1)C(=O)NC1CC1 (stereo unspecified) | -0.8 | -2 | 9 | 8 | 5 | -4 | 11 | -7
CC(=O)Nc1cnc2ccccc2n1 | 1.3 | -1 | 2 | 8 | -18 | -19 | 11 | -4
Cc1c(Cl)c([N+](=O)[O-])nn1CCCC(=O)Nc1cccc(Cl)c1Cl | 0.5 | -2 | 6 | 4 | 1 | -5 | 10 | 11
Cc1noc(/C=C/N(C)C)c1S(=O)(=O)N1CCCC(C(=O)NC2CCCCC2)C1 (stereo unspecified) | 6.1 | 1 | -3 | 16 | 14 | -6 | 19 | 15
COC(=O)c1sccc1NC(=O)CSCC(=O)O | -1.5 | -2 | -1 | 9 | 6 | -6 | -5 | 15
CNC(=O)c1cc(NC(=O)CCn2nc(-c3ccccc3)c3ccccc3c2=O)ccc1OC | 0.8 | 1 | 2 | -1 | -3 | 7 | 23 | 11
COCCNC(=S)Nc1cccc2cnccc12 | -0.1 | 3 | 2 | 5 | 4 | 7 | 34 | 15
COCCOC(=O)c1ccc(NC(=O)COc2ccc([N+](=O)[O-])cc2)cc1 | 0.6 | 2 | 28 | 10 | 12 | -27 | 5 | -14
COc1cc(OC)c2c(-c3ccccc3)cc(=O)oc2c1C(CCN1CCCCC1)c1ccc2c(c1)OCO2 (stereo unspecified) | 9.9 | 13 | -4 | -13 | -16 | 17 | 99* | -6
COc1cccc(-n2nnc3c(=O)n(Cc4ccc(Br)cc4)cnc32)c1 | 0.7 | 0 | -9 | 16 | -10 | -23 | -41 | -39
CCc1ccc(C2C(C#N)=C(N)SC(N)=C2C#N)s1 | -2.4 | -1 | 34 | 14 | 20 | -3 | 1 | -5
Cc1ccc(C)c(C(=O)CSc2nc3ccccc3c(=O)[nH]2)c1 | 0.5 | 2 | -4 | 2 | 0 | 7 | 2 | 6
CC(/C=C/c1cccc([N+](=O)[O-])c1)=N/NC(=O)c1cccnc1 | 3.1 | 0 | 40* | 26 | 10 | -20 | 16 | 17
COc1ccc(Cl)cc1NC(=O)CN(C)S(=O)(=O)c1cccs1 | 2.0 | 0 | 7 | 10 | 0 | 5 | -9 | 13
CCC(C)C(NC(=O)c1ccc(Cl)cc1)C(=O)O (stereo unspecified) | -1.2 | 2 | 0 | 0 | 0 | 3 | -1 | -10
CCN(CC(O)CON=C1c2ccccc2-c2ccccc21)S(=O)(=O)c1ccc(Cl)cc1 (stereo unspecified) | 2.8 | -1 | -2 | 23 | 20 | 0 | 12 | -35
C=CCN(C(=O)c1csnn1)C(C(=O)NC1CCCCC1)c1ccc(F)cc1 (stereo unspecified) | 1.7 | 0 | 4 | 19 | -9 | -17 | -28 | 4
Nc1ccc(-c2ccc(N)c([N+](=O)[O-])c2)cc1[N+](=O)[O-] | 3.6 | 7 | -20 | -8 | -3 | -43 | 18 | -18
O=C(CNC(=O)c1ccc(Cl)cc1Cl)OCCOc1ccccc1 | 1.5 | 0 | 8 | 5 | -2 | -11 | 9 | -25
COc1ccc(C(=O)N(C)C2(C)CCS(=O)(=O)C2)cc1OC (stereo unspecified) | -0.9 | 0 | 2 | 9 | 13 | 10 | 1 | 14
O=C(CSc1ccc(Br)cc1)N1CCN(C(=O)c2ccco2)CC1 | -1.3 | -2 | -1 | 7 | -11 | -9 | -1 | -8
CCc1ccc(C(=O)Cn2ncc(Cl)c(Cl)c2=O)cc1 | 37 | 0 | 5 | -2 | -1 | 4 | 96* | -21
CCN(CC)C(=O)C(=O)c1cccn1-c1ccccc1C#N | -1.5 | -1 | 32 | 31 | 26 | -3 | -6 | 15
Cc1nc(NC(=O)c2csc3ccccc23)sc1C | 1.3 | 3 | 23 | 5 | 17 | -165 | -202 | -145
O=C(O)c1nc(N2CCOCC2)nc(N2CCOCC2)n1 | 0.1 | 1 | -1 | -13 | 0 | 9 | 9 | 17
CCOc1cc(C(=O)N/N=C/C(Br)=C/c2ccccc2)cc(OCC)c1OCC | 2.2 | 12 | 12 | 23 | 5 | 58* | 48 | -28
CNC(=O)c1ccccc1NC(=O)c1cccc(S(=O)(=O)N2CCC(C)CC2)c1 | -3.2 | 2 | 16 | 20 | 5 | -3 | 7 | -5
Cc1ccc(C(=O)N(c2ccccn2)C(C)c2ccco2)cc1 (stereo unspecified) | 1.7 | 2 | 1 | 7 | -13 | -34 | -1 | -23
Cc1ccc(NC(=O)COn2nnc3ccc(S(=O)(=O)N(C)C)cc32)cc1F | 0.2 | -3 | -12 | -5 | -19 | 11 | -6 | -9
